From PubChem BioAssay
Cav3 T inh = blocks human Cav3.2 T-type calcium channel | O95180 | Cav3.2-expressing cells, Fluo-4 calcium fluorescence FDSS; active compounds read low | B-score at 10 µM | 4% of 100,000 active;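 active = single-dose well whose peak fluorescence ratio is a statistical outlier from its plate by either plate-standardised score or position-corrected B-score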
An asterisk follows results filed as active; & = joins results of further samples. Only part of the results is shown; rates above refer to the full screens.

Structure | Cav3 T inh
COc1ccc2c(c1)CCc1c(C(=O)N3CCCc4ccccc43)noc1-2 | -2.6
Cc1ccc(-c2cc(-c3nnc(SCC(=O)NC(C)C(C)C)n3N)c3ccccc3n2)cc1 (stereo unspecified) | -1.1
COc1ccc(OC(=O)c2cc(S(=O)(=O)N3CCCC3)ccc2Cl)cc1 | 0.56
Cn1c(=O)c2c(nc(NCC3CCCO3)n2Cc2cccc(Br)c2)n(C)c1=O (stereo unspecified) | -0.077
COc1ccc(N2COC3c4cccc5cccc(c45)C32)cc1 (stereo unspecified) | -1.3
CC(C)(C)CC(C)(C)NC1=CC(=O)OC12CCCCC2 | -0.21
COc1ccc(OC)c(-n2cnnn2)c1 | 0.35
CCCOc1ccc(N2C(=O)CC(N3CCN(c4ccccc4F)CC3)C2=O)cc1 (stereo unspecified) | -0.082
COc1cccc(-c2cc3c(=O)n(-c4ccccc4)c(=S)[nH]c3s2)c1 | 2
N#Cc1c(NC(=O)CSc2ccccn2)oc(-c2ccccc2)c1-c1ccccc1 | -6.4*
Cc1ccc(S(=O)(=O)C2(C(=O)Nc3cccnc3)CC2)cc1 | 0.12
CC(C)N(C(=O)CSc1nnc(CNc2ccc(F)cc2)o1)C(C)C | 0.63
Cn1c(=O)c2c(nc(Br)n2CC(=O)C23CC4CC(CC(C4)C2)C3)n(C)c1=O | -1.9
CC1CN(S(=O)(=O)c2ccc(NC(=O)CCCN3C(=O)c4ccccc4C3=O)cc2)CC(C)O1 (stereo unspecified) | 1.1
COCC(=O)Nc1ccc(N(C)C)cc1 | 0.015
Cc1cccc(N(CC(=O)NCCSCc2ccco2)S(=O)(=O)c2ccccc2)c1 | -4.1*
COc1ccccc1C(=O)N1CCc2ccccc21 | 0.23
O=C(Nc1cccc(Br)c1)c1ccc(Cl)c(S(=O)(=O)N2CCOCC2)c1 | -0.39
Cc1ccc2cn[nH]c2c1NC(=S)NC(=O)c1ccccc1 | -0.57
Cc1occc1-c1nnc(SCC(=O)N2c3ccccc3CCc3ccccc32)n1C | 0.52
CC(NS(C)(=O)=O)C(c1cccs1)N1CCN(c2ccc(F)cc2)CC1 (stereo unspecified) | -0.06
Cc1ccc(C(=O)Cn2nnc3ccccc32)cc1C | -0.9
O=S1(=O)C=C(SCc2ccc(Cl)c(Cl)c2)Nc2ccccc21 | 0.19
COc1ccc(Nc2nc(N)nc(CSc3nnc(C)s3)n2)cc1 | 0.0097
Cc1cc(NC2C3CC4CC(C3)CC2C4)n2nnnc2n1 (stereo unspecified) | -0.058
CC(NC(=O)c1ccc(F)cc1)c1nc2ccccc2n1Cc1ccccc1F (stereo unspecified) | -1.2
COC(=O)Cc1c(O)ccn(Cc2cccc3ccccc23)c1=O | -0.001
O=C(CN(Cc1ccccc1)C(=O)c1ccco1)NCc1ccc(F)cc1 | 0.64
COc1ccc(NC(=O)C(=O)N/N=C/c2cc(C)n(-c3cccc(Cl)c3Cl)c2C)c(OC)c1 | -3.3
CCOc1ccc2c(C)nc(NC3=NC(C)(C)C=C(C)N3)nc2c1 | -0.19
Cc1ccc(C)c(NS(=O)(=O)c2cc(C(=O)NCCSC3CCCCC3)ccc2C)c1 | -4.5*
CN1CCN(CC(=O)Nc2ccc(Cl)cc2Cl)CC1 | 0.37
COC(=O)c1sc(N)c(C(=O)OC)c1CSc1nnc(-c2ccccc2Cl)n1C | -0.91
CC1(C)CC(=O)C=C(Nc2ccc(Br)cn2)C1 | 0.00058
COc1ccc(O)c(C(=O)c2cc(C#N)c(=O)n(CCN3CCOCC3)c2)c1 | 1
COc1ccc(C2(CNC(C)=O)CCCC2)cc1OC | 0.6
O=C(Cn1nc(Cc2cccnc2)c2ccccc2c1=O)NCc1ccc2c(c1)OCO2 | 0.021
Cc1[nH]c(=O)[nH]c(=O)c1/C=N/NC(=O)[C@@H](NC(=O)OC(C)(C)C)C(C)C | -0.011
CCOc1ccc(C2=NNC(c3cccs3)=Nc3ccc(OC)cc32)cc1OCC | -8.1*
Cc1cc(N2CCOCC2)n2nc(-c3cccc(F)c3)cc2n1 | 1.8
CCC(C)COC(=O)c1ccc(C(=O)O)cc1 (stereo unspecified) | 0.5
CCOC(=O)C1=C(CSc2nc(C)cc(C)c2C#N)OC(N)=C(C#N)C1c1cccs1 (stereo unspecified) | 0.18
CC(C)c1nc2sc3c(c2c(=O)o1)CCCC3 | 0.25
NC(=O)c1ccccc1OCCOCCOCCOc1ccccc1C(N)=O | 0.24
CCOC(=O)C(C)n1cnc2sc(C)c(C)c2c1=O (stereo unspecified) | 0.35
CC(C)(C)[C@@H]1C=C(C(N)=O)O[C@H](OCCCCO)C1 | 0.96
CCOC(=O)c1c(C)nc2c(c1-c1ccc(OC)cc1)C(=O)CC(C)(C)C2 | 2.2
CSc1nc2nc3c(c(=O)n2[nH]1)CCC3 | -0.035
CC(C)(C)c1ccc(OCCN2CCCC2)cc1 | 0.084
COc1ccccc1/C=C\C=N\n1c(C2CCCCC2)n[nH]c1=S | -0.54
COc1ccc2c(c1)c(=O)c(Br)c(C)n2Cc1ccccc1 | -0.1
Oc1c(C(c2cccs2)N2CCN(c3ccccc3)CC2)sc2ncnn12 (stereo unspecified) | 0.064
O=S(=O)(c1ccccc1)c1cnn(-c2ccccc2)c1-c1ccc(Cl)cc1 | -3.9*
Cc1ccc(C2CC(c3ccccc3C)n3nc(N)nc3N2)cc1 (stereo unspecified) | 0.1
CCCC(=O)Nc1ccc(C(=O)Nc2cc(C(F)(F)F)ccc2Cl)cc1 | 0.24
CC1=C(C(=O)Nc2cccnc2)C(c2cccnc2)n2nc(-c3cccs3)nc2N1 (stereo unspecified) | -1.1
CCCN(CCC)CCCNC(=O)c1cc2cc3ccc(OC)cc3nc2o1 | 0.11
CN(C)CCCNc1oc(-c2cccc(Cl)c2)nc1C#N | 0.6
Cc1ccc(/C=N/n2c(-c3cccs3)n[nH]c2=S)cc1 | 0.077
CCCS(=O)(=O)N1CCC(C(=O)NCCN(CC)c2ccccc2)CC1 | 0.33

New compounds follow:
Structure | Cav3 T inh
COc1ccc(C(=O)Nc2cccnc2)cc1S(=O)(=O)N1CCOCC1 | -0.57
C/C(=N/NC(N)=S)c1ccccc1[N+](=O)[O-] | -0.026
Cc1ccccc1Oc1ccc(Oc2ccccc2C)nn1 | -0.72
CN(C(=O)CSc1nnc(N)s1)c1c(N)n(Cc2ccccc2)c(=O)[nH]c1=O | 0.31
c1ccc2[nH]c(NCCN3CCOCC3)nc2c1 | 0.69
O=c1c2ccccc2c2c(O)nc(-c3ccccc3)n2n1Cc1ccccc1 | -1.5
COc1ccccc1N=Cc1nc(-c2ccccc2)oc1OC(C)=O | -0.23
COC(=O)Cc1csc(N)n1 | 1.5&0.18
CC(CCc1ccccc1)NC(=O)C1CCN(S(=O)(=O)c2cnc[nH]2)CC1 (stereo unspecified) | 0.45
COC(=O)c1[nH]c2c(c1C)C(=O)CCC2 | 0.00042
CC1CCN(Cc2csc(N)n2)CC1 | 1.3
O=C1c2oc3ccc(F)cc3c(=O)c2C(c2cccc(O)c2)N1CCCN1CCOCC1 (stereo unspecified) | 0.96
C=CCc1ccc(OCCOCCNCCCC)c(OC)c1 | -0.54
C=CCN(CC=C)S(=O)(=O)c1ccc(NC(=S)NC(=O)/C=C/c2cccc3ccccc23)cc1 | -0.56
O=C(COC(=O)c1ccco1)c1ccc2ccccc2c1 | 0.3
Cc1noc(NS(=O)(=O)c2ccc(N3Cc4ccccc4C3=O)cc2)c1C | 0.28
Cc1ccc(N(Cc2ccccc2F)S(C)(=O)=O)cc1C | -1.2
COc1cccc(OCCOc2c(OC)cccc2OC)c1 | 0.31
COc1ccc(-c2cc3nc(C)cc(C)n3n2)cc1 | -0.13
CN(C)/C=C(\C#N)C(=O)c1cccnc1Oc1ccc(F)cc1F | 0.53
Cc1ccc(C)c(-n2c(CNC(=O)c3ccco3)nnc2SCC(=O)Nc2nccs2)c1 | 0.068
O=C(NCC1(N2CCOCC2)CCCCC1)c1ccc(Cl)c(S(=O)(=O)NCc2ccco2)c1 | -0.024
CCOc1ccc(/C(O)=C2/C(=O)C(=O)N(c3nc(C)c(C)s3)C2c2ccco2)cc1 (stereo unspecified) | -5.7*
CCCCCc1cc(=O)oc2c(C(CCN3CCCC3)c3cc(OC)c(OC)c(OC)c3)c(OC)cc(OC)c12 (stereo unspecified) | -0.25
CCOC(=O)C1=C(C)N(c2ccccc2)C(=O)C1 | -2.9
c1cncc(-c2nc(-c3ccc4c(c3)OCO4)cs2)c1 | -1.7
Nc1nc(CN2CCN(c3cccc(Cl)c3)CC2)nc(N2CCCc3ccccc32)n1 | -2.6
O=C1C2C3C=CC(C3)C2C(=O)N1CCCCN1C(=O)C2C3C=CC(C3)C2C1=O (stereo unspecified) | -0.43
COC(=O)C1=C(C)OC(N)=C(C#N)C1c1ccco1 (stereo unspecified) | -0.22
Cc1ccc2nc3c(cc(C(=O)NCCCn4ccnc4)n3C)c(=O)n2c1 | 0.02

4 compounds drawn at random from the list so far, as already listed:
Structure | Cav3 T inh
CCOc1ccc(/C(O)=C2/C(=O)C(=O)N(c3nc(C)c(C)s3)C2c2ccco2)cc1 (stereo unspecified) | -5.7*
Cc1ccc(C)c(-n2c(CNC(=O)c3ccco3)nnc2SCC(=O)Nc2nccs2)c1 | 0.068
COc1ccccc1N=Cc1nc(-c2ccccc2)oc1OC(C)=O | -0.23
c1cncc(-c2nc(-c3ccc4c(c3)OCO4)cs2)c1 | -1.7

The listing picks up; the four compounds before the break are reprinted first.
Structure | Cav3 T inh
Nc1nc(CN2CCN(c3cccc(Cl)c3)CC2)nc(N2CCCc3ccccc32)n1 | -2.6
O=C1C2C3C=CC(C3)C2C(=O)N1CCCCN1C(=O)C2C3C=CC(C3)C2C1=O (stereo unspecified) | -0.43
COC(=O)C1=C(C)OC(N)=C(C#N)C1c1ccco1 (stereo unspecified) | -0.22
Cc1ccc2nc3c(cc(C(=O)NCCCn4ccnc4)n3C)c(=O)n2c1 | 0.02
COC(=O)c1c(NC(=O)CSc2nnc(CNc3ccc(Cl)cc3)o2)sc(C)c1C | -1.1
O=C(c1cccs1)c1cn(CC(=O)N2CCc3ccccc3C2)c2ccccc12 | 0.2
CCc1cc(=O)oc2c(C)c(OS(C)(=O)=O)ccc12 | -0.7
CCOC(=O)NC(O)C(=O)c1cccs1 (stereo unspecified) | 0.84
COc1ccc(-n2c(SCC(=O)NCc3ccco3)nc3c([nH]c4ccccc43)c2=O)cc1 | 0.7
CCOC(=O)c1cnn(-c2cc(Oc3ccccc3C)ncn2)c1N | 0.46
CCOC(=O)C(C)Sc1nc2c(c(=O)[nH]c(=O)n2C)n1Cc1ccc(Cl)cc1 (stereo unspecified) | -0.38
CCCNC(=O)C1CC(c2cccc(F)c2)=NO1 (stereo unspecified) | -2.3
N#CCCn1c(SCC(=O)NCCc2ccc(F)cc2)nc2ccccc21 | 0.29
OC(COc1ccc2ccccc2c1Br)Cn1cnc(-c2ccccc2)c1 (stereo unspecified) | -0.81
CSC1=N/C(=C\c2ccc3c(c2)OCO3)C(=O)S1 | 0.014
CCC(=O)Nc1ccc2c(c1)nc1n2CCSC1 | -0.92
COc1ccccc1NC(=O)CSc1nnc(-c2ccncc2)n1CC1CCCO1 (stereo unspecified) | 1.2
O=C(Nc1cccnc1)c1ccc(S(=O)(=O)N2CCCCCC2)cc1 | 0.27
Cc1ccc(C(=O)NC2CCN(C(=O)NC3CCCCC3)CC2)cc1 | 1.8
Cc1ccc(NC(=O)CCn2c(=O)oc3ccccc32)c(C)c1 | 0.8
O=C(Nc1ccc(F)cc1)C(c1ccccc1)N1CCN(C(=O)c2ccco2)CC1 (stereo unspecified) | 0.95
N#Cc1c(N)nc(N2CCCC2)c(C#N)c1-c1ccc(Cl)cc1 | 0.7
CCCCn1nc(C(=O)N2CCc3ccccc32)c2ccccc2c1=O | -2
Cc1cc(-c2c(C)[nH]n(-c3ccc(Cl)cc3)c2=O)n(-c2ccc(Cl)cc2)n1 | 0.4
O=S(=O)(CCc1nnc(-c2ccc(Br)cc2)o1)c1ccc(Cl)cc1 | -0.45
CCOc1ccccc1C(=O)NCc1ccco1 | 0.69
CC1(OC(=O)c2cccs2)C(=O)C=C2C=C(C3CC3)OC=C2C1=O (stereo unspecified) | -2.8*
CCOC(=O)Cc1csc(NC(=O)CCCN2C(=O)c3ccccc3C2=O)n1 | 0.73
CC(=O)C1C(c2ccc(O)cc2)NC(=O)NC1(O)C(F)(F)F (stereo unspecified) | -1.1
COc1cc(C(N)=O)ccc1OCc1ccccc1 | 1.2
Cc1ncc(S(=O)(=O)c2ccccc2)c(-c2ccccc2Cl)n1 | 0.62
O=C(NCc1nc2ncc(Br)cc2[nH]1)c1ccccc1 | -0.027
COc1ccc2c(c1)O[C@H](c1ccc3c(c1)OCO3)[C@@H](O)C2=O | 0.54
Cn1c(=O)n(C)c2cc(S(=O)(=O)NCc3ccccc3)ccc21 | -0.2
CCC(C)c1ccc2oc(-c3ccc(NC(=O)Cn4cnc5c(=O)n(C)c(=O)n(C)c54)cc3)nc2c1 (stereo unspecified) | -0.76
Cc1nnc(SCC(=O)N2CCOCC2)s1 | -0.91
CC(=O)CC(C)(C)S(=O)(=O)c1ccc(Oc2ccc(S(=O)(=O)C(C)(C)CC(C)=O)cc2)cc1 | 0.22
O=C(CCc1nc2ccccc2[nH]1)NCc1ccc2c(c1)OCO2 | 0.25
CCOC(=O)c1cn(CC)c2cc(N3CCOCC3)c(F)cc2c1=O | 0.83
COc1ccc(-n2ncc3c(NCC(C)C)ncnc32)cc1 | 0.052
CC(=O)O[C@]1(C(C)=O)CC[C@H]2[C@@H]3C=C(C)C4=CC(=O)CC[C@]4(C)[C@H]3CC[C@@]21C | 1.2
CCOC(=O)C1=C(Nc2ccc(C)cc2)CC(C)(O)C(C(=O)OCC)C1c1ccccc1 (stereo unspecified) | -0.048
Cc1ccc(S(=O)(=O)NNC(=O)C2CCN(Cc3ccccc3)CC2)cc1 | 0.94
COc1ccc(S(=O)(=O)NCCC(=O)NC2CCCCCCC2)cc1 | 1.2
